# Compound activity deposited in PubChem BioAssay by NMMLSC.
# MEP2 TOR yeast: yeast TOR pathway MEP2-GFP modulation | GFP response vs DMSO, % at 10 µM | S. cerevisiae MEP2-GFP strain, flow cytometry GFP, 3 h; 100% = DMSO control level | AID 2016 | actives 0.51% (n = 330,000);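 active means GFP response versus DMSO above a set limit, roughly screen mean plus 3 SD, cut at about 180% in these data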;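 further: median GFP fluorescence of the barcode-gated MEP2-GFP cells per well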
# Yeast superoxide: yeast age-related superoxide inhibition as caloric restriction mimetic; S. cerevisiae aged cells, superoxide DHE fluorescence; active compounds read low; superoxide response (% of plate mean), % at 10 µM; actives 0.18% (n = 330,000); AID 2690;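 active means superoxide response under a set limit, about three screen SD below normal, cut at about 65% in these data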;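 further: yeast aged for seven days with compound at 30 °C before DHE staining; 100% = average MFI of all compound-treated wells on the plate with controls excluded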
# CIT2 TOR yeast: alters CIT2-GFP fluorescence in TOR pathway yeast screen. S. cerevisiae CIT2-GFP strain, flow cytometry, 3 h; 100 means same as DMSO wells. GFP response vs DMSO, % at 10 µM. actives 0.065% (n = 320,000). AID 2029;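 active means GFP response relative to DMSO above a set limit, near the screen mean plus 3 SD, cut at about 150% in these data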;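 further: ratio of well median GFP fluorescence to mean of DMSO wells on the plate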
# AGP1-GFP MLPCN: modulators of TOR pathway AGP1-GFP in S. cerevisiae; S. cerevisiae AGP1-GFP multiplex flow cytometry, 3 h; GFP as percent of DMSO wells; GFP response vs DMSO, % at 10 µM; actives 0.02% (n = 320,000);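 active means GFP response relative to DMSO above a set limit, near screen average plus 3 SD, cut at about 150% in these data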;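 further: median GFP channel fluorescence of the gated AGP1 strain per well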
# RPL19A-GFP yeast: modulators of TOR pathway RPL19A-GFP in S. cerevisiae. S. cerevisiae RPL19A-GFP strain, flow cytometry, 3 h; active compounds read low. percent response vs DMSO, % at 10 µM. actives 0.3% (n = 330,000). AID 2025;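 active means percent response vs DMSO below 50%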;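 further: median channel GFP fluorescence of the barcoded RPL19A-GFP strain; ratio of sample median GFP to plate DMSO average so 100% = DMSO; lower means less RPL19A-GFP as with rapamycin TOR inhibition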
# VLA-4 inh: inhibition in a human VLA-4 binding assay; P13612; VLA-4 expressing cells, ligand binding flow cytometry; inhibition, % (about 7 µM as worked out from the volumes in the protocol); actives 0.2% (n = 330,000); in the data active means inhibition above about 50%
# GRK2 aptamer HTS: blocks RNA aptamer binding to human GRK2. P25098. bead flow cytometry, FAM-aptamer displacement from GRK2. inhibition of aptamer binding, % at 10 µM. actives 0.59% (n = 330,000);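 active means inhibition of aptamer binding above 40%, roughly 3 SD of noise, on plates passing a quality check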;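 further: median bead fluorescence of bound FAM aptamer so fluorescent compounds give negative values; no value below 0 was filed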
# Target sequence (P25098 whole entry, looked up): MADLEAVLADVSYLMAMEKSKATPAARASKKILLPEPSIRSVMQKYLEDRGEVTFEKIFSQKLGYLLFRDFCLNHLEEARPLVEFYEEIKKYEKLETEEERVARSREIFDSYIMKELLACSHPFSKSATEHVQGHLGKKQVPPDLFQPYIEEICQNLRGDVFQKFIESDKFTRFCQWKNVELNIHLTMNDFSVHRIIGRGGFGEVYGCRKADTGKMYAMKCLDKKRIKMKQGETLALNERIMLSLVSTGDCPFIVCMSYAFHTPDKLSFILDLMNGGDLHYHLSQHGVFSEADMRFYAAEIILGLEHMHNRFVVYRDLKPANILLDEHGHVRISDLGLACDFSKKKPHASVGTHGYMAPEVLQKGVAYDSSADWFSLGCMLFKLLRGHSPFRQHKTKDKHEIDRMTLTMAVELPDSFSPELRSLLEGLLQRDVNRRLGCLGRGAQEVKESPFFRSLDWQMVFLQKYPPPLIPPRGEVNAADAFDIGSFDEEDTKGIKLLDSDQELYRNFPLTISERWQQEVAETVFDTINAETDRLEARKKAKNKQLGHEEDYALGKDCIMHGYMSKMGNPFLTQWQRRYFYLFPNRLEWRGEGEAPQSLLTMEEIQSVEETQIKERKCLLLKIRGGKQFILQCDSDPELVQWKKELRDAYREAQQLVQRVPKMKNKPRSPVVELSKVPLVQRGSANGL
# LAP4 TOR yeast: alters LAP4-GFP fluorescence in TOR pathway yeast screen; S. cerevisiae LAP4-GFP multiplex, flow cytometry GFP, 3 h; median GFP as percent of DMSO wells; GFP response vs DMSO, % at 10 µM; actives 0.34% (n = 320,000); AID 2023;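 active means GFP response vs DMSO above a set limit, about the screen mean plus 3 SD, cut at about 150% in these data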
# * hit, by the source's call; x = not tested or not shown.
SMILES,MEP2 TOR yeast,Yeast superoxide,CIT2 TOR yeast,AGP1-GFP MLPCN,RPL19A-GFP yeast,VLA-4 inh,GRK2 aptamer HTS,LAP4 TOR yeast
CC(OC(=O)c1nsc(Cl)c1Cl)C(=O)NCc1ccc2c(c1)OCO2 (stereo not drawn),90,118,59,68,111,19,2,100
COC(=O)c1c(NC(=O)c2ccoc2C)sc(C)c1C,93,116,98,96,101,-15,0,91
CCC(/C=C1\Sc2ccc(OC)cc2N1CC)=C\c1sc2ccc(OC)cc2[n+]1CCCS(=O)(=O)[O-],114,90,117,115,110,-57,91*,104
Cc1cc(C)c(S(=O)(=O)N2CCN(C(=O)c3cccs3)CC2)c(C)c1,97,97,93,102,97,1,2,102
COc1ccccc1NC(=S)NC(=O)Cc1ccc(Cl)cc1,109,107,109,104,106,15,0,100
Cc1ccc(N(Cc2ccccc2)C(=O)c2cccc(S(=O)(=O)N3CCN(C)CC3)c2)cc1,86,123,82,91,87,24,0,95
CCC1CCCCN1CCCn1c(=S)[nH]c2ccccc2c1=O (stereo not drawn),91,98,100,99,95,9,0,93
CC[n+]1c(/C=C/Nc2ccccc2)oc2ccccc21,150,96,122,120,111,-246,0,120
O=C(O)Cc1ccc(C(=O)c2ccc(F)cc2)s1,97,101,79,86,88,-3,0,100
S=c1[nH]nc(-c2cc(-c3ccccc3)n[nH]2)n1/N=C/c1ccc(Cl)c(Cl)c1,101,111,95,106,96,10,0,99
CCOC(=O)C1CCN(C(=O)Cn2nc(CC)n3cccc3c2=O)CC1,111,85,98,105,96,18,2,103
CCSc1nnc2c(n1)OC(C)(C)Nc1ccccc1-2,96,94,91,105,95,8,0,108
C/C=C(\C)CN1CCN(c2cccc(C)c2C)CC1,97,101,92,98,95,0,0,93
CCOc1ccc(N(C(C)C(=O)NC(C)CC)S(C)(=O)=O)cc1 (stereo not drawn),103,96,106,108,100,12,0,89
COc1ccc(C(=O)C2CCCN(Cc3ccc4nonc4c3)C2)cc1OC (stereo not drawn),106,84,116,101,99,7,0,106
OCCC1CN(Cc2ccccn2)CCN1C1CCCC1 (stereo not drawn),109,102,108,111,106,-7,1,105
Nc1ccc(C(=O)OCCCc2nc3cc4ccccc4cc3[nH]2)cc1,91,101,98,105,96,6,4,101
C=CCN(CC(O)c1cccc([N+](=O)[O-])c1)C(C)CCc1ccccc1 (stereo not drawn),109,98,100,112,102,1,0,107
CCc1ccc(-n2c(C)nc3cc(C(=O)NCc4cccnc4)ccc32)cc1,109,94,113,116,108,-4,0,104
C/C=C\C=C\C(=O)N1CC2(CC(c3cccc(NC(=O)/C(C)=C\C)c3)=NO2)C[C@H]1C(N)=O (stereo partly drawn),101,105,86,92,101,-13,1,105

# Complete entries from above. Order of values: MEP2 TOR yeast | Yeast superoxide | CIT2 TOR yeast | AGP1-GFP MLPCN | RPL19A-GFP yeast | VLA-4 inh | GRK2 aptamer HTS | LAP4 TOR yeast
# CCc1ccc(-n2c(C)nc3cc(C(=O)NCc4cccnc4)ccc32)cc1 in the list: 109 | 94 | 113 | 116 | 108 | -4 | 0 | 104
# C/C=C(\C)CN1CCN(c2cccc(C)c2C)CC1 in the list: 97 | 101 | 92 | 98 | 95 | 0 | 0 | 93

# Additional entries:
SMILES,MEP2 TOR yeast,Yeast superoxide,CIT2 TOR yeast,AGP1-GFP MLPCN,RPL19A-GFP yeast,VLA-4 inh,GRK2 aptamer HTS,LAP4 TOR yeast
CCCc1nnc(SCC(=O)Nc2ccccc2Cl)n1CC1CCCO1 (stereo not drawn),109,118,98,99,98,-11,0,109
O=C(NC(Cc1ccccc1)c1nc2ccccc2[nH]1)C1CC(=O)N(c2ccc3c(c2)OCCO3)C1 (stereo not drawn),110,93,103,107,100,14,4,96
COc1ccc(C2=NN(C(=O)CCC(=O)O)C(c3cccs3)C2)cc1OC (stereo not drawn),100,139,100,104,96,-9,3,100
COc1cccc(N2CCN(C(=O)c3cc4c(s3)-c3ccccc3OC4)CC2)c1,95,105,100,105,102,-1,0,127
COC(=O)CN1C(=O)COc2ccc(S(=O)(=O)NCc3ccccc3)cc21,107,76,104,102,102,11,2,100
Cc1cc(C)c(C)c(S(=O)(=O)N2C(=S)NC(=O)C2CC(C)C)c1C (stereo not drawn),96,117,83,82,98,0,96*,85
O=C([C@@H]1CC=C[C@@H]2CCN(C3CC3)C(=O)[C@@H]21)N1CCN(c2ccccc2)CC1,100,95,96,97,94,23,1,95
CCCCCn1c(=O)[nH]c2cc(C(=O)NCCCN(CC)CC)ccc2c1=O,102,80,104,104,101,-7,0,99
Cc1cccc(NC(=O)CNC(=O)C(NC(=O)Cc2ccccc2)C(C)C)c1C (stereo not drawn),96,103,96,99,96,41,1,98
Cc1ccc(-c2nnn(CC(=O)N3CCN(c4nc5ccccc5s4)CC3)n2)cc1,105,98,98,102,97,-5,0,102
CCOC(=O)CSc1nc2c(c(=O)[nH]1)C(C)(CC)Cc1ccccc1-2 (stereo not drawn),91,101,100,100,109,1,3,96
Cc1c(Cc2ccc3c(c2)OCO3)sc(NC(=O)c2cccc3ccccc23)c1C(N)=O,96,83,134,104,100,-34,0,99
CCCCN(CCCC)CCCNC(=O)C1CC(c2cc(C(F)(F)F)cc(C(F)(F)F)c2)=NO1 (stereo not drawn),97,124,96,88,103,16,1,121
CCCCn1nnnc1SCC(=O)NNC(=O)c1ccco1,97,99,94,100,96,16,6,97
C[C@H](NC(=O)OCc1ccccc1)c1nnc([C@H](Cc2ccccc2)NC(=O)OC(C)(C)C)o1,89,90,85,92,103,-6,1,96
COc1cccc(CNC(=O)Cn2nc(-c3ccc(Cl)cc3)ccc2=O)c1,104,107,98,96,97,-1,0,97
CCCCN1C(=O)c2ccc(C(=O)OCC(=O)N3CCN(c4ccccc4)CC3)cc2C1=O,95,95,97,96,94,15,1,91
CC1CCCN(S(=O)(=O)c2ccc(C(=O)Nc3nnc(-c4ccccc4Cl)o3)cc2)C1 (stereo not drawn),107,106,101,100,101,8,0,103
O=C(OCC(=O)N1CCOCC1)c1cccc(F)c1,103,88,106,99,100,-3,4,89
C=CCn1nc([N+](=O)[O-])nc1Sc1cccc2cccnc12,102,122,86,92,100,11,1,98
O=C(NC1CCS(=O)(=O)C1)c1ccccc1C(=O)c1ccccc1 (stereo not drawn),103,104,87,105,101,-1,3,99
CN(C)C(=O)Cn1cnc2c(cnn2-c2ccc(F)cc2)c1=O,108,101,113,101,103,1,0,88
O=C(NCc1ccco1)C1CCCN(S(=O)(=O)c2cccc3nonc23)C1 (stereo not drawn),98,110,86,88,x,-3,1,85
O=[N+]([O-])c1cc(Br)cc(C=Nc2ccc3c(c2)OCO3)c1O,103,101,62,80,98,-5,x,121
COc1cc2c(cc1OC)-c1nnnn1C(C)(C)C2,99,72,103,103,100,5,1,99
Cc1nnc(SCC(=O)Nc2cccc(C(F)(F)F)c2)n1Cc1ccco1,96,99,97,93,105,6,0,97
CCOC(=O)C1CCCN(C(=O)C2c3ccccc3Oc3ccccc32)C1 (stereo not drawn),105,102,110,92,103,-20,0,97
COc1ccc2c(c1)CC/C2=N\OC(=O)c1cccc(C)c1,104,104,98,100,103,x,0,101
CN(C)c1ccc(C(c2ccc(N(C)C)cc2)c2ccc([N+](=O)[O-])cc2)cc1,106,105,96,98,101,-2,0,95
COc1ccc(N2C(=NC(=O)CCC3CCCC3)SC3CS(=O)(=O)CC32)cc1 (stereo not drawn),105,97,102,100,102,-1,0,93
CC(=O)OC(C(=O)NCS(=O)(=O)c1ccc(C)cc1)c1cccnc1 (stereo not drawn),101,94,97,99,98,0,1,96
CC1(C)CC(N2CCCC2)=CC(=[N+]2CCCC2)C1,104,122,106,111,100,-4,0,100
Cc1cccc(NS(=O)(=O)c2cn(C)c(=O)n(C)c2=O)c1C,100,96,97,98,99,24,0,107
Cc1cccc(-c2nnc(SCC#N)n2C)c1,102,97,100,95,100,10,4,95
CCNc1nc(CSc2ccccc2)nc2sc(C)c(C)c12,109,92,90,102,102,-3,0,113
Cc1cccc(C)c1NC(=O)CNC(=O)CCCc1c[nH]c2ccccc12,97,97,100,102,95,19,0,102
Cc1cc(C)c(NC(=O)CNC(=O)COC(=O)C2CCN(c3ccc(C(F)(F)F)cn3)CC2)c(C)c1,99,90,97,89,78,-4,1,83
O=Cc1cn(-c2ccccc2)nc1-c1cccnc1,95,89,97,95,101,0,1,100
COc1ccc(S(=O)(=O)N2CCCCCC2)cc1C(=O)N(C)Cc1ccc(F)cc1,98,109,94,98,96,0,0,100
Cc1ccncc1C(N)=O,106,105,104,101,107,-3,1,105
CC(=O)c1cccc(NC(=O)C2CCN(S(C)(=O)=O)CC2)c1,94,99,101,95,95,21,2,95
Cc1cnc(C(=O)OCC(=O)N(Cc2ccccc2)C(C)(C)C)cn1,106,84,111,101,104,2,0,92
CC(=O)c1ccc(S(=O)(=O)NCCC(=O)OCC(=O)N2CCCC2=O)cc1,98,100,90,101,98,5,0,102
CN(c1ccc(Cl)cc1)S(=O)(=O)c1nnc(NC(=O)c2ccco2)s1,96,99,100,103,98,16,3,105
O=C(c1ccc2c(=O)n(Cc3ccccc3Cl)c(=S)[nH]c2c1)N1CCOCC1,96,94,100,87,99,6,0,90
C1=CCC(CN2CCN(C3CCCCCC3)CC2)CC1 (stereo not drawn),99,105,98,90,101,16,0,92
CC(=O)C1=C(O)C(=O)N(c2nnn(C)n2)C1c1cccs1 (stereo not drawn),90,107,100,100,95,5,0,96
COc1ccccc1OCCNc1nc2c(c(=O)n(C)c(=O)n2C)n1C,94,105,94,97,98,2,1,99
O=C(Cc1nn[nH]n1)Nc1ccc(F)cc1F,94,83,x,x,102,9,0,x
CC1(C)CC(=O)N(c2ccc(Cl)cc2Cl)C(=O)C1,104,94,96,97,101,-12,0,95
CCn1c(C)cc(/C=C2/NC(=O)N(CC(=O)Nc3cccc(C)c3)C2=O)c1C,104,85,104,104,103,0,0,101
NC(=O)COC(=O)c1ccc(-c2ccccc2)cc1,87,123,79,86,94,16,0,96
COc1cccc(NC(=O)CN2CCN(CC(=O)Nc3ccccc3Cl)CC2)c1,101,79,100,102,106,3,0,97
CCOc1ccc(-n2c(=O)c3sccc3n(CC(=O)Nc3cccc(OC)c3)c2=O)cc1,94,97,102,109,95,26,4,101
COc1ccc(CC(=O)Nc2ccc(-c3nnc(-c4ccccc4)o3)cc2)cc1OC,98,105,97,x,102,5,0,99
Cc1cc(C)cc(NC(=O)Oc2ccccc2N2CCCCC2)c1,118,109,108,88,96,5,0,131
CCOC(=O)[C@H]1[C@H]2COc3ccc(OC)cc3[C@@H]2N2C(=O)CN(Cc3ccc(OC)cc3)C(=O)[C@@]12C,95,77,100,97,98,6,1,93
NC(=O)C1CCN(C2CC(=O)N(Cc3ccc(N4CCCC4=O)cc3)C2=O)CC1 (stereo not drawn),96,114,95,94,93,4,1,88
C/C(=N\NC(=O)c1nnn(-c2nonc2N)c1CSc1ccc(Cl)cc1)c1cccnc1,112,101,103,101,105,3,3,92
Cc1c(C(=O)OCC(=O)N2CC(=O)Nc3ccccc32)oc2ccc(Br)cc12,98,106,99,98,96,-6,2,89
CC(Sc1nnc(C2CCCCC2)n1N)C(=O)NCc1ccc2c(c1)OCO2 (stereo not drawn),99,109,92,97,100,-7,0,96
CN(C)S(=O)(=O)c1ccc2c(c1)nc(CCC(=O)NCC1CCCCC1)n2C,99,86,96,94,95,2,2,95

# Another view of part of the listing above:
Molecule | MEP2 TOR yeast | Yeast superoxide | CIT2 TOR yeast | AGP1-GFP MLPCN | RPL19A-GFP yeast | VLA-4 inh | GRK2 aptamer HTS | LAP4 TOR yeast
COc1ccccc1OCCNc1nc2c(c(=O)n(C)c(=O)n2C)n1C | 94 | 105 | 94 | 97 | 98 | 2 | 1 | 99
O=C(Cc1nn[nH]n1)Nc1ccc(F)cc1F | 94 | 83 | x | x | 102 | 9 | 0 | x
